APE1 inh: APE1 (human) endonuclease inhibition; P27695; 0.35% of 350,000 active; recombinant APE1, TAMRA/BHQ-2 abasic DNA cleavage fluorescence; AID 2517; Potency, µM (top dose mostly 65.8 µM), for the others: top-dose activity change, negative = inhibition, actives largely listed as inhibitors;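 further: potency means the concentration at half of the fitted maximal effect; plate controls were vehicle for no effect and reference inhibitor for full effect; nearly all actives have a fitted effect of over 55% in size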
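Measures dequenching upon AP-site incision of a 5'-TAMRA/3'-BHQ-2 THF-containing duplex, 50 nM; human APE1 0.75 nM after 15 min room-temperature exposure to compound; kinetic three-point read at one-minute spacing.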
POLK inh: DNA polymerase kappa (human) inhibition | 0.53% of 400,000 active | Q9UBT6 | Potency, µM (titrated, usually from 107 µM), without a hit: top-dose activity, negative = inhibition, hits mostly inhibitors | AID 588579 | purified Pol kappa, fluorescent DNA synthesis assay, 10 min; further: potency means the concentration at half of the fitted maximal effect; on the % scale 0 is the no-effect control and ±100 the full control effect
Target sequence (Q9UBT6 whole entry, looked up): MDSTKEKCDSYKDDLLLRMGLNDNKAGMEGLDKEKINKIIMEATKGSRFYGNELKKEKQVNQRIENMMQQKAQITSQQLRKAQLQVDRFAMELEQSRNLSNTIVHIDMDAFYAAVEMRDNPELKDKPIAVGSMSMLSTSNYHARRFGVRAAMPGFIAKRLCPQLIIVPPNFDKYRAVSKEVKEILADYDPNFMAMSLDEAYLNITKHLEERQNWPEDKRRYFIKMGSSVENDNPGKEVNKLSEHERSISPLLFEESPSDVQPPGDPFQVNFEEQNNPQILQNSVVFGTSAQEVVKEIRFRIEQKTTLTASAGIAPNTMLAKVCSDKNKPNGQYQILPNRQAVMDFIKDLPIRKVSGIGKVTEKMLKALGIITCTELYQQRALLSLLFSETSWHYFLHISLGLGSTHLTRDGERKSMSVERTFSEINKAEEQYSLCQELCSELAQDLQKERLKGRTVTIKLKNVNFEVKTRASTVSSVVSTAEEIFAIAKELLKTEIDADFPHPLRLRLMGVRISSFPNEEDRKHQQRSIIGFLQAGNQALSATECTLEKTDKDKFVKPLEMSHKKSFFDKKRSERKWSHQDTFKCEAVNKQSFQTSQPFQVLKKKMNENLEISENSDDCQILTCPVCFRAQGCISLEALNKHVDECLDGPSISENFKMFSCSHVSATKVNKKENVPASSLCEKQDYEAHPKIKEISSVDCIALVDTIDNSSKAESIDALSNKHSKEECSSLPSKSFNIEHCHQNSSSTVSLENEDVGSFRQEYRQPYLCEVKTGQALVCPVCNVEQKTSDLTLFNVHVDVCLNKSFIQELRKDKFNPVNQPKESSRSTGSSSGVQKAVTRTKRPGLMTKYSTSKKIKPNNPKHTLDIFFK
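10 nM Pol kappa preincubated 15 min at room temperature with compounds, then reaction started with substrate at 50 nM final. Fluorescence read kinetically at 0 and 10 min; buffer-only wells served as negative control.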
RGS4 inhibitor: blocks human RGS4-accelerated GTP hydrolysis; P49798; Transcreener GDP fluorescence polarization, RGS4-accelerated GTP hydrolysis; Potency, µM (highest dose often 114 µM), for the others: at the top dose activity change, negative = inhibition, most hits filed as inhibitors; 0.039% of 390,000 active; further: potency means the concentration at half of the fitted maximal effect; on the % scale 0 is the no-effect control and ±100 the full control effect; nearly all actives have a fitted effect of over 75% in size; some results filed as inactive show a strong effect at the top dose
Target sequence (P49798 whole entry, looked up): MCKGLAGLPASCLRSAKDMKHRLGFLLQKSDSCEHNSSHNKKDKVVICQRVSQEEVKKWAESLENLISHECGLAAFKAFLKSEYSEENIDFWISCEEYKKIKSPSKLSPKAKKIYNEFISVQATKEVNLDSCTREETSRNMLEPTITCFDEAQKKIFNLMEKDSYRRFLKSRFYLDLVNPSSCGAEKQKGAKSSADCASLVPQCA
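MLSMR compounds (23 nl, pin-transferred) preincubated 10 min at room temperature with a 500nM (2x) first reagent, then RGS4 at 900nM (2x) plus Transcreener GDP mix added; fluorescence polarization (620/688 nm) read before and after 90 min at 30 °C.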
12-LOX inh: blocks human arachidonate 12S-lipoxygenase; P18054; purified 12hLO, xylenol orange hydroperoxide absorbance; Potency, µM (titrated, usually from 108 µM), without a hit: top-dose activity change, negative = inhibition, hits mostly inhibitors; 1.1% of 580,000 active; further: potency means the concentration at half of the fitted maximal effect; on the % scale 0 is the no-effect control and ±100 the full control effect
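Purified human 12hLO at 150 nM in 25 mM Hepes, 0.01% Triton X-100, pH 7.0, preincubated 15 min at room temperature with compound. Reaction started with 40 uM arachidonic acid, 30 min at room temperature. Hydroperoxide measured by Fe-xylenol orange, 573/405 nm absorbance ratio.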
Apoferritin bind: candidate novel general anesthetic via apoferritin binding | apoferritin/1-aminoanthracene competitive binding, fluorescence | 0.074% of 350,000 active | P02791 | Potency, µM (titrated, usually from 77.5 µM), for the others: at the top dose activity change, negative = displacement, most hits filed as inhibitors; further: potency means the concentration at half of the fitted maximal effect; on the % scale 0 is the no-effect control and ±100 the full control effect; nearly all actives have a fitted effect of over 20% in size
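In PBS, apoferritin at 10 uM is loaded with 1-AMA from a 50% saturated solution. After 10 min of compound exposure at ambient temperature, reduced 535 nm fluorescence indicates probe displacement.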
POLB inh: DNA polymerase beta (human) inhibition; AID 485314; Pol beta primer extension/strand displacement, fluorescence kinetic; P06746; Potency, µM (series often up to 114 µM), for the others: top-dose activity change, negative = inhibition, hits mostly inhibitors; 1.3% of 340,000 active; further: potency means the concentration at half of the fitted maximal effect; on the % scale 0 is the no-effect control and ±100 the full control effect
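Pol beta (10 nM) and compounds were preincubated 15 min at room temperature, then 50 nM substrate (final) started primer extension/strand displacement. Reads were taken at 0 and 10 min; concentration-response data were fitted to a four-parameter Hill equation.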
LDHA inh: inhibitors of human lactate dehydrogenase A; AID 1347041; activity change, % (values are at about 110 or 230 µM); 0.15% of 480,000 active; purified LDHA, NADH/diaphorase-resazurin fluorescence; active compounds read low; in the data active means activity change below about -30%; inconclusive means mostly about -25% to -30%;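 further: plate controls were DMSO wells for no effect and wells without enzyme for full effect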
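Remaining NADH was detected by diaphorase (0.133 mg/mL) converting 37 µM resazurin to fluorescent resorufin, read at 0 and 20 minutes. The preceding 5-minute room-temperature reaction used 2 nM LDHA, 0.2 mM sodium pyruvate and 0.06 mM NADH at pH 7.4.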
ERG Ets-DNA blk: inhibitors of human ERG Ets domain-DNA interaction; P11308; fluorescence polarization, His-ERG Ets domain / labelled DNA; Potency, µM (titrated, usually from 76.9 µM), for the others: top-dose FP activity, negative = inhibition, actives largely listed as inhibitors; 0.028% of 370,000 active; AID 624246; active means well fitted inhibition curve with a large enough effect in the polarisation, with a control signal flat; inconclusive means small, poorly fitted or top-dose-only effect, or effect the other way, or a change in a side signal; inactive means no such curve, though single readings can be large or run the other way; the % refers to the polarisation;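 further: polarization taken with two DNA probes labelled with fluorescein and Texas red; potency means the concentration at half of the fitted maximal effect; % of control where 0% means no effect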
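His-tagged ERG Ets domain (1 uM in the protein solution; 300mM KCl, 50mM Tris-HCl, 1mM EDTA, 1mM DTT, pH 7.5) received compound, then a probe mix of 5 nM fluorescein-DNA and 100nM Texas-615-DNA. Fluorescence polarization was read for both dyes.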
POLH inh: DNA polymerase eta (human) inhibition; 1.2% of 390,000 active; Q9Y253; Potency, µM (titrated, usually from 114 µM), inactives show top-dose activity change, negative = inhibition, hits mostly inhibitors; recombinant Pol eta, fluorescent DNA replication assay; further: potency means the concentration at half of the fitted maximal effect; on the % scale 0 is the no-effect control and ±100 the full control effect
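Pol eta (10 nM) was preincubated with compounds for 15 min at room temperature, after which fluorescent replication substrate (50 nM final) was added to start the reaction. Fluorescence was read kinetically at 0 and 10 min.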
Active calls of the source: *; ? = inconclusive; . = not tested or not shown; & = joins results of further samples; [ ] = another dose, or the depositor's remark. Unless noted, the call rests on the fitted dose curve; in most records, active means well fitted curve in the direction sought with a large enough effect; inconclusive means small, poorly fitted or top-dose-only effect, or another doubt; inactive means no such curve, though single readings can be large; an effect the other way counts as inactive or inconclusive.

SMILES | APE1 inh | POLK inh | RGS4 inhibitor | 12-LOX inh | Apoferritin bind | POLB inh | LDHA inh | ERG Ets-DNA blk | POLH inh
CC(C)=CCCC(C)CN1CCC(N2CCC(C(=O)N3CCCC3)CC2)CC1 (centres undefined) | 26% | -9% | 20% | -5% | -14% | -13% | -12 | 5% | -17%
Cc1cc(C)c2nc(N(CCCN(C)C)C(=O)c3ccc(S(=O)(=O)N4CC(C)OC(C)C4)cc3)sc2c1 (centres undefined) | -5% | -6% | -2% | ? | . | . | -3 | 1% | -3%
O=C(NCCS(=O)(=O)N1CCN(c2ccccc2)CC1)C(c1ccccc1)c1ccccc1 | . | -5%[60.1 µM] | -17% | -18% | 0% | 1% | 3 | 1% | -16%
CC(c1n[nH]c(=S)n1-c1ccc(Cl)cc1)N(C)C (centres undefined) | -9% | 4% | 0% | ? | -4% | 9% | -5 | 14% | -3%
Cc1cc(N2C(=O)c3ccc(C(=O)Nc4ccc(O)cc4C(=O)O)cc3C2=O)no1 | 50%[activator] | -41% | -15% | ? | -8% | ? | -8 | 4% | ?
O=C(Oc1coc(CSc2ncccn2)cc1=O)c1ccco1 | 12% | -2% | 0% | -13% | -6% | 12% | 5 | 7% | -7%
CC(C)CCNC(=O)C(C)N(Cc1ccc(F)cc1)C(=O)c1ccc(CN2CCCCC2)o1 (centres undefined) | 27% | 1% | -26% | -8% | 6% | 4% | -1 | 4% | -13%
CCCCNC(=O)N(C)c1nc2ccccc2s1 | 5% | -12% | -25% | ? | -8% | 1% | -5 | -6% | -12%
O=C(CSc1nnnn1-c1ccc(O)cc1)NC1CCCCC1 | -14% | -18% | -11% | 2% | -8% | 9% | 1 | -7% | -25%
COc1ccc(CC(=O)N2N=C(c3ccncc3)CC2(O)C(F)(F)F)cc1 (centres undefined) | 4% | -18% | 21% | 2% | -15% | 1% | -3 | -6% | -9%
CC(C)Cn1c2c(c(O)c(C(=O)Nc3nc4ccccc4s3)c1=O)CCCC2 | -5% | 6% | 5% | 257%[activator] | 2% | 13% | -2 | 4% | -14%
Cn1c(C(=O)NCCc2ccccc2)cc2cc(S(=O)(=O)N3CCCCC3)ccc21 | . | -12%[60.1 µM] | 5% | ? | -2% | -1% | 0 | 4% | 1%
C/C=C/c1ccc(OCCOc2ccc(C=O)cc2OC)c(OC)c1 | 7% | -12% | 10% | -6% | -6% | -17% | -5 | -1% | -11%
O=C(Cn1cnc2ccccc21)c1ccccc1 | -1% | -2% | -5% | 4% | -17% | 62% | -3 | -13% | -18%
O=S(=O)(c1ccc(Br)cc1)c1nc(-c2ccccc2)oc1NCCN1CCOCC1 | 11% | -6% | 3% | 345%[activator] | -10% | -3% | -10 | -5% | -6%
COC(=O)c1c(C)oc(C)c1S(=O)(=O)NCc1ccc(Cl)cc1 | -2% | -3% | 0% | ? | 4% | 3% | 1 | 4% | -6%
CSc1ccc(S(=O)(=O)NC2CCCCC2)cc1 | 2% | -5% | 19% | -21% | -20% | -3% | -11 | -16% | -15%
COc1ccccc1N1CCN(c2ncc3c(n2)CCN(Cc2ccccc2C)C3)CC1 | . | -12%[60.1 µM] | 3% | -12% | 40%[activator] | -1% | -3 | 3% | -21%
Cc1cc(C)n2nc(S(=O)(=O)N(C)Cc3ccccc3)nc2n1 | -2% | -12% | 6% | 0% | 0% | -20% | -1 | 4% | -17%
O=C(NCCOCCn1c(=O)oc2ccccc21)Nc1ccc(F)cc1F | . | -9% | 20% | -25% | -5% | 10% | 0 | 5% | 0%
Cc1ccc(S(=O)(=O)N2CCCC2C(=O)OCc2nc3sc(C)c(C)c3c(=O)[nH]2)cc1 (centres undefined) | -1% | -2% | -14% | 15% | -14% | 18% | 2 | 2% | -8%
COc1ccc(N2C(=O)c3ccccc3NC23C(=O)N(C)c2ccccc23)cc1 (centres undefined) | 4% | -11% | -10% | 11% | -9% | -4% | -4 | -6% | -10%
Cc1ccc(/C=C/C(=O)C2C(=O)c3ccccc3C2=O)cc1 | 13% | -11% | 24% | ? | -8% | 25% | 3 | . | -2%
COc1ccc(CCNCc2ccc(OCc3ccc(Cl)nc3)c(OC)c2)cc1OC | -2% | -7% | -5% | 397%[activator] | ? | -22% | -4 | -5% | -16%
O=C(CCc1ccccc1)N1CCN(Cc2ccc(F)cc2Cl)CC1 | 57%[activator] | -8% | 10% | 5% | -1% | 6% | 1 | -6% | -1%
CCC(C)(C(=O)NC1CCCC1)N(Cc1ccco1)C(=O)Cc1cccs1 (centres undefined) | 10% | -17% | 5% | 4% | -8% | -5% | -6 | -9% | -2%
COc1cccc(NC(=O)CN(C)C(=O)Cn2cnc3ccccc3c2=O)c1 | -6% | -7% | 10% | -5% | . | . | -8 | -2% | -10%
O=C(CC1CCCCC1)NCC1CCCO1 (centres undefined) | -6% | -7% | -23% | 10% | -7% | 10% | -2 | -1% | -10%
COc1ccc(Nc2nc(C)cc(C)n2)cc1Cl | -2% | 0% | -16% | ? | -18% | -8% | -1 | -24% | -9%
O=C(O)CC(=O)Nc1ccccc1C(=O)O | -2% | -5% | -6%[11.4 µM] | ? | 7% | -1% | -1 | -6% | -10%
O=C(NN1C(=O)c2ccc(-c3ccc4c(c3)C(=O)N(NC(=O)c3cccnc3)C4=O)cc2C1=O)c1cccnc1 | 1% | -18% | -2% | 1% | ? | ? | -3 | 0% | 50µM*
CC(C)=CCN1CCN(Cc2cccn2-c2ncccn2)CC1CCO (centres undefined) | 3% | -5% | 7% | 2% | -5% | 10% | -3 | -2% | -11%
COc1ccc2c(CN(C)c3ccccc3)cc(=O)oc2c1 | -1% | -5% | 33% | ? | -20% | -6% | 7 | . | -10%
CCN(CC)CCC(c1ccc2c(c1)OCO2)c1c(OC)cc(OC)c2c(-c3ccccc3)cc(=O)oc12 (centres undefined) | 3%&1% | -1%&-19% | -25%&-34% | -18% | ? | -26% | 0 | 0% | -5%
O=C(CCCC1=NS(=O)(=O)c2ccccc2N1)OCc1ccc(Cl)cc1 | -15% | -8% | 28%[11.4 µM] | ? | -5% | 25% | -8 | 6% | -2%
CCOC(=O)/C=C/C(=O)OCC(=O)Nc1ccc([N+](=O)[O-])cc1 | 3% | -9% | -26% | -8% | -17% | 2% | -8 | 2% | -21%

Overlap with the part before: 2 entries, then new ones.
SMILES | APE1 inh | POLK inh | RGS4 inhibitor | 12-LOX inh | Apoferritin bind | POLB inh | LDHA inh | ERG Ets-DNA blk | POLH inh
O=C(CCCC1=NS(=O)(=O)c2ccccc2N1)OCc1ccc(Cl)cc1 | -15% | -8% | 28%[11.4 µM] | ? | -5% | 25% | -8 | 6% | -2%
CCOC(=O)/C=C/C(=O)OCC(=O)Nc1ccc([N+](=O)[O-])cc1 | 3% | -9% | -26% | -8% | -17% | 2% | -8 | 2% | -21%
COc1ccc(S(=O)(=O)c2c(Nc3cccc(Cl)c3)sc(C(=O)c3ccccc3)c2N)cc1 | . | -7% | -8% | -17% | 63%[activator] | 31% | -3 | 3% | -19%
Clc1ccc(-c2ccnc(Oc3ccc4ccccc4c3)n2)cc1 | 1% | -22% | -45% | 301%[activator] | 2% | 0% | -4 | -4% | -16%
O=C(NCc1cccs1)C(=O)NCC1OCCCN1S(=O)(=O)c1cccs1 (centres undefined) | -3% | -1%[60.1 µM] | 9%[11.4 µM] | 0% | -12% | 2% | -2 | 9% | -1%
Cn1c(N)c(C(=O)COC(=O)COc2ccc3ccccc3c2)c(=O)n(C)c1=O | -11% | -9% | 6% | -1% | -19% | -1% | -7 | 3% | -5%
Cc1ccc(OCC(=O)Nc2cccc(S(=O)(=O)N3CCCCC3)c2)c([N+](=O)[O-])n1 | 0% | -8% | 16% | -13% | 4% | -4% | -3 | 4% | -18%
COc1ccc(CNCCSc2nnnn2-c2ccccc2)cc1 | . | -10% | -5% | 2% | -4% | 12% | -13 | 8% | -13%
CC(C)NC(=O)C1CCCN(c2ncnc3onc(-c4ccc(F)cc4)c23)C1 (centres undefined) | . | -5% | -4% | -4% | -1% | 36% | -7 | 4% | -11%

Full records as entered above. Screens in order: APE1 inh, POLK inh, RGS4 inhibitor, 12-LOX inh, Apoferritin bind, POLB inh, LDHA inh, ERG Ets-DNA blk, POLH inh
CC(C)NC(=O)C1CCCN(c2ncnc3onc(-c4ccc(F)cc4)c23)C1 (centres undefined) across the screens: ., -5%, -4%, -4%, -1%, 36%, -7, 4%, -11%
Cc1ccc(OCC(=O)Nc2cccc(S(=O)(=O)N3CCCCC3)c2)c([N+](=O)[O-])n1 across the screens: 0%, -8%, 16%, -13%, 4%, -4%, -3, 4%, -18%
COc1ccc(CNCCSc2nnnn2-c2ccccc2)cc1 across the screens: ., -10%, -5%, 2%, -4%, 12%, -13, 8%, -13%
O=C(NCc1cccs1)C(=O)NCC1OCCCN1S(=O)(=O)c1cccs1 (centres undefined) across the screens: -3%, -1%[60.1 µM], 9%[11.4 µM], 0%, -12%, 2%, -2, 9%, -1%
Cn1c(N)c(C(=O)COC(=O)COc2ccc3ccccc3c2)c(=O)n(C)c1=O across the screens: -11%, -9%, 6%, -1%, -19%, -1%, -7, 3%, -5%

This is a subset; count on the stated rates, not on these rows.
